Screening results (PubChem)
KDM4E inh – qHTS Assay for Inhibitors of Human Jumonji Domain Containing 2E (JMJD2E); Potency, µM (highest dose often 57.1 µM), inactives show at the top dose activity change, negative = inhibition, most hits filed as inhibitors; AID 2147, 2009; 230,000 compounds, 1.6% hits; JMJD2E catalytic domain, FDH-coupled NADH fluorescence (FDH is formaldehyde dehydrogenase); Lysine-specific demethylase 4E (Homo sapiens), B2RXH2; active = well fitted inhibition curve with a large enough effect, not every such curve was filed as active; inconclusive = small, poorly fitted or top-dose-only effect, or another doubt; inactive = no such curve, though single readings can be large or run the other way;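 also: 0% = wells with enzyme and -100% = buffer wells without enzyme; nearly all actives have a fitted effect of over 50% in size; many of its hits are not listed in these tables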
Target sequence (B2RXH2 1-337 limits assumed): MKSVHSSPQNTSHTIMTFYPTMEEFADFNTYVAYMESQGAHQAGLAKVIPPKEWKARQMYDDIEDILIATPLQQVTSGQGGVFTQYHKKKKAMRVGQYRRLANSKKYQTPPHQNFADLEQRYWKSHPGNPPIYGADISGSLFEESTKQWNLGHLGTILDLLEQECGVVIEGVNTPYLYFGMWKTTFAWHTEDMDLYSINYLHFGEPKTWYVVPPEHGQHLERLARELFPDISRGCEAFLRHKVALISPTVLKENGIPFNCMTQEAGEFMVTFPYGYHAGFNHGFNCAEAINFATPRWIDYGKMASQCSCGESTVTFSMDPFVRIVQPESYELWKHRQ
KinaseGlo FLuc – Counterscreen for Luciferase (Kinase-Glo TM) Inhibition. 200,000 compounds, 0.28% hits. Kinase-Glo luciferase, ATP luminescence, 8 min. Potency, µM (highest dose often 38.3 µM), for inactives: at the highest dose activity change, negative = inhibition, most hits filed as inhibitors. Luciferin 4-monooxygenase (Photuris pensylvanica), Q27757; also: % is scaled to controls: 0 for no effect and ±100 for the full control effect; nearly all actives have a fitted effect of over 60% in size
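Light output from Kinase-Glo luciferase with luciferin and 10 uM ATP in 50 mM imidazole pH 7.2, KCl, MgCl2, Tween 20, BSA; compound pin-delivered, 8-min ambient incubation, then luminescence read.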
SMN2 splice up – qHTS Assay for Enhancers of SMN2 Splice Variant Expression; HEK293 SMN2-luciferase splicing reporter, luminescence, 30-36 h; Potency, µM (titrated, usually from 46.1 µM), for the others: at the highest dose activity change, positive = activation, actives largely listed as activators; 210,000 compounds, 2.8% hits; AID 1458, 2008; also: % of control where 0% means no effect; nearly all actives have a fitted effect of over 55% in size
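HEK293 cells carry an SMN2 minigene-luciferase reporter in which exon 7 inclusion puts luciferase in frame. Cells were seeded at 2000 cells/well, attached for 10-12 hours, then exposed to compounds for 30-36 hours at 37C before ONE-Glo luminescence.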
Epigenetic reg – Quantitative High-Throughput Screen for Regulators of Epigenetic Control. murine LDR cells, GFP reporter derepression, 30 h. Potency, µM (top dose mostly 53.9 µM), without a hit: top-dose GFP activation, usual class: activators. 280,000 compounds, 0.2% hits. AID 1865, 2009; also: % of control where 0% means no effect; nearly all actives have a fitted effect of over 60% in size
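Murine LDR cells bearing a silenced CMV-driven GFP reporter were exposed to compound for 30 h at 37 C. After PBS washes, GFP-positive cells (20-120 um objects) counted by laser-scanning microplate cytometry.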
IMPase Li cell – qHTS Assay for Identifying the Cell-Membrane Permeable IMPase Inhibitors: Potentiation with Lithium. AID 1457, 2008. 210,000 compounds, 0.35% hits. Potency, µM (highest dose often 59.4 µM), for inactives: at the top dose activity, negative = IMPase inhibition, actives largely listed as inhibitors. CHO-M1 cells, IP1 TR-FRET (IP-One), carbachol + lithium;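 also: IP1 builds up when IMPase is blocked and the TR-FRET signal falls; plate controls were basal vehicle for no effect and high inhibitor control for full effect; nearly all actives have a fitted effect of over 50% in size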
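CHO cells stably expressing M1 receptor (2000/well) were cultured 16–30 h, then exposed to compounds with a small lithium addition for 30 min at 37C. IP1 was measured by TR-FRET competition; AC50 from Hill fits.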
NPSR antag – qHTS Assay for Antagonists of the Neuropeptide S Receptor: cAMP Signal Transduction; Potency, µM (doses to about 38.3 µM), for the others: at the top dose activity change, negative = inhibition, hits mostly inhibitors; AID 1461, 2008; CHO-NPSR cells, cAMP TR-FRET, antagonist mode; Q6W5P4; 220,000 compounds, 1% hits; also: % is scaled to controls: 0 for no effect and ±100 for the full control effect; nearly all actives have a fitted effect of over 50% in size; many of its hits are not listed in these tables
Target sequence (Q6W5P4 whole entry, looked up): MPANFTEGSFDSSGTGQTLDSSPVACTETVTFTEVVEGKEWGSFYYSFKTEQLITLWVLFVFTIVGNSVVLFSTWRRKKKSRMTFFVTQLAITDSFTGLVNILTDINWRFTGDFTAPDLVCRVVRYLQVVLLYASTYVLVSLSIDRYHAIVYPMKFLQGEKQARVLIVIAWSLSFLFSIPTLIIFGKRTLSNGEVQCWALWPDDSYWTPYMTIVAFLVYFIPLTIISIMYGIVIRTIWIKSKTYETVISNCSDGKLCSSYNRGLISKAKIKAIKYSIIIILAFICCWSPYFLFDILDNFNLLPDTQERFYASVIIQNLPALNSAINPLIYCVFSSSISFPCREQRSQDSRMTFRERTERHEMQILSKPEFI
RGS12 GoLoco inh – qHTS Assay for Inhibitors of RGS12 GoLoco Motif Activity (Red Fluorophore); Guanine nucleotide-binding protein G(i) subunit alpha-1 (Homo sapiens), P63096; Gai1:RGS12 GoLoco peptide FP, rhodamine, 10 min; Potency, µM (doses to about 61.6 µM), inactives show at the highest dose activity, negative = inhibition, usual class: inhibitors; 230,000 compounds, 0.44% hits; active = well fitted inhibition curve with a large enough effect, not every such curve was filed as active; inactive = no such curve, though single readings can be large or run the other way; also: % is scaled to controls: 0 for no effect and ±100 for the full control effect; nearly all actives have a fitted effect of over 30% in size; many of its hits are not listed in these tables
Target sequence (P63096 whole entry, looked up): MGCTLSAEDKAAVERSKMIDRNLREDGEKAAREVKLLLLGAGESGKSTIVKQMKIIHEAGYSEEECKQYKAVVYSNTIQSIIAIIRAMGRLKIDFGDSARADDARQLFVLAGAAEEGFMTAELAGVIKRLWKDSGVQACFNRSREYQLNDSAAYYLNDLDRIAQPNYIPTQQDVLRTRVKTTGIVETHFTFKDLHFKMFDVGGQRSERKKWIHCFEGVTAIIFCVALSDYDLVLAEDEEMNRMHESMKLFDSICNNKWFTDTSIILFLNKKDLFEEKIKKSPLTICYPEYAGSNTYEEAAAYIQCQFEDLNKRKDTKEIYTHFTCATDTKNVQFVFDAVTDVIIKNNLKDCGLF
RECQ1 inh – qHTS Assay for Inhibitors of RecQ-Like Dna Helicase 1 (RECQ1). ATP-dependent DNA helicase Q1 (Homo sapiens), P46063. RECQ1 DNA unwinding, red fluorescence kinetic read. Potency, µM (top dose mostly 57.3 µM), for the others: at the highest dose activity, negative = inhibition, most hits filed as inhibitors. 240,000 compounds, 0.54% hits;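 also: plate controls were vehicle for no effect and no enzyme for full effect; nearly all actives have a fitted effect of over 30% in size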
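RECQ1T1 50 nM; forked duplex (20 bp + 30-nt ss tails) 200 nM, ATP 2 mM final; pH 8.0, 2 mM MgCl2, 2.5 ug/ml poly(dI-dC); 15 min compound preincubation; discontinuous kinetic read over 2 h at RT.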
* hit, by the source's call; i = inactive; u = inconclusive; x = not tested or not shown; & = joins results of further samples; [ ] = another dose, or the depositor's remark. Unless noted, calls follow the shape of the dose curve; as a rule, active = well fitted curve in the direction sought with a large enough effect; inconclusive = small, poorly fitted or top-dose-only effect, or another doubt; inactive = no such curve, though single readings can be large; an effect the other way counts as inactive or inconclusive. Potency is read from the fitted curve at half-maximal effect.

SMILES	KDM4E inh	KinaseGlo FLuc	SMN2 splice up	Epigenetic reg	IMPase Li cell	NPSR antag	RGS12 GoLoco inh	RECQ1 inh
COC(=O)CCC(=O)OC1(C)C(=O)C2=CN(CCc3ccccn3)C(c3ccc(OC)cc3)=CC2=C(Br)C1=O (stereo unspecified)	-21%[11.4 µM]	-12%[7.66 µM]	16%[9.22 µM]	x	2%	x	14%[14.2 µM]	-5%[11.5 µM]
CCOC(=O)CNC(=O)CSc1nc2cccnc2n1CC	u	-3%	-5%	-1.2%	9%	-8%[46.1 µM]	-7%	-13%
Fc1cccc(NC(=S)NCCN2CCOCC2)c1	-2%	-2%	0%	1.3%	0%	18%	2%	2%
CCCCC1=CC2=CC(=O)C(C)(OC(=O)CC)C(=O)C2=CN1c1ccncc1 (stereo unspecified)	10%[11.4 µM]	-1%[7.66 µM]	-7%[9.22 µM]	x	-4%	x	6%[14.2 µM]	-2%[11.5 µM]
Cc1ccc(/C(O)=C2\C(=O)C(=O)N(c3cc(C)on3)C2c2cccc(Cl)c2)cc1 (stereo unspecified)	u	4%	-37%[inhibitor]	1.2%	u	-6%[46.1 µM]	5%	-6%
Oc1cccc(C2c3[nH]c4ccccc4c3CCN2Cc2ccc3c(c2)CCO3)c1 (stereo unspecified)	-20%	-3%	-6%	4.6%	17%	-40%	9%	i
O=c1c2ccccc2n2c(-c3cccc(Cl)c3)nnc2n1Cc1ccccc1	-11%	0%	11%	0.0%	6%	-26%[46.1 µM]	-8%	-11%
COc1cc(/C(C)=N/NC(=O)c2ccc(CSc3nncn3C)cc2)cc(OC)c1OC	1%	12%	23%	-0.1%	-4%	21%	-4%	-6%
COc1cc(NC(=O)CSc2nnnn2-c2ccccc2)cc(OC)c1OC	-3%	4%	-15%	-0.7%	-3%[38.3 µM]	-2%[46.1 µM]	2%	i
O=C(O)c1ccc(OC2CSC2)cc1	8%	-1%	0%	0.9%	-17%[38.3 µM]	-20%[46.1 µM]	5%	-16%
Oc1cc2c(cc1C(c1ccc(Cl)c(Cl)c1)N1CCCC1)OCO2 (stereo unspecified)	2%	2%	-83%[inhibitor]	-1.8%	19%	-38%	41%[activator]	i
CC(/C=C/c1ccccc1)=N\Nc1nc2c(c(=O)[nH]c(=O)n2C)n1CCO	-5%	x	x	1.6%	x	-14%	54%[activator]	-6%
Cc1ccc2c(c1)N(CC(=O)O)C(=O)CO2	1%	0%	2%	-0.9%	-11%[38.3 µM]	0%[46.1 µM]	3%	-3%
NS(=O)(=O)c1ccc(N=Nc2nc3[nH]cnc(=S)c3[nH]2)cc1	x	-6%[7.66 µM]	-23%[9.22 µM]	x	-3%	x	2%[14.2 µM]	x
O=C(Nc1nc(-c2ccccc2)cs1)C1CCCCN1S(=O)(=O)c1ccccc1 (stereo unspecified)	-6%	-2%	-38%[inhibitor]	0.0%	33%[activator][38.3 µM]	-23%[46.1 µM]	-24%	-22%
CC(=O)C1C(c2ccc(Cl)cc2)c2c(n[nH]c2C)CC1(C)O (stereo unspecified)	2%	9%	7%	1.1%	-11%	9%	4%	-2%
Nc1ncnc2c1ncn2[C@@H]1O[C@H](CO)[C@@H](O)[C@H]1O	-7%&3%	-5%&1%	-58%&0%[inhibitor]	2.2%&-1.5%&-1.6%	-5%&0%&-5%	2%	5%&2%&10%	-13%
O=C(Nc1nnc(-c2cccs2)o1)c1ccc(S(=O)(=O)N2CCOCC2)cc1	u	1%	-44%[inhibitor]	-0.4%	-2%	-22%	5%	3%
Cc1ccc(-n2[nH]c(C)c(/C=N/c3cccc(C)n3)c2=O)cc1	u	x	x	-1.0%	x	-24%	1%	-3%
Cc1ccccc1-n1c(SCc2c(C)noc2C)nnc1-c1cccnc1	2%	x	x	1.8%	x	u	x	-4%
Cc1c(C(=O)OCC(=O)NCC2CCCO2)cccc1[N+](=O)[O-] (stereo unspecified)	9%	-1%	-3%	-1.3%	-2%	7%	5%	-2%
COc1ccc(Cl)cc1NC(=S)NCCc1ccc(S(N)(=O)=O)cc1	7%	x	x	0.2%	x	20%	-2%	-8%
N#CC1=C2SCN(Cc3ccco3)CN2C(=O)CC1c1cccc2ccccc12 (stereo unspecified)	u	-2%	-1%	2.2%	-2%[38.3 µM]	1%[7.67 µM]	-25%	u
CCOC(=O)COc1c(Br)cc(/C=C2\SC(=O)N(CC(=O)N3CCCC3)C2=O)cc1OC	-8%	-2%	-5%	0.8%	15%[38.3 µM]	-25%[46.1 µM]	7%	-7%
COc1ccc(Cl)cc1NC(=O)C(C)N1CCN(C/C=C/c2ccccc2)CC1 (stereo unspecified)	u	17%	-23%	0.0%	50%[activator][38.3 µM]	10µM*	-16%	-16%
COc1ccc(N2C(=O)CC(Nc3cccc(C(C)=O)c3)C2=O)cc1OC (stereo unspecified)	-14%	-5%	-8%	2.0%	8%[38.3 µM]	-14%[46.1 µM]	5%	i
CC(=O)c1c(N2CCN(c3cccc(Cl)c3)CC2)nc(=S)n(-c2ccccc2)c1C	5%	5%	x	-1.1%	3%[38.3 µM]	-25%[46.1 µM]	-8%	-2%
CC(C)OCCCn1c(-c2ccco2)nc2nc3ccccc3nc21	u	5%	-5%	-4.5%	-1%	-7%[46.1 µM]	32%[activator]	0%
Cn1c(=O)c2c(ncn2CC(=O)OCC(=O)Nc2ccc(Cl)cc2Cl)n(C)c1=O	20%	-1%	-2%	1.5%	-3%	9%	-22%	-2%
O=C(CCSCc1ccccc1)Nc1ccc2c(c1)OCCO2	-19%	-1%	x	-0.2%	15%	1%	4%	-3%
N#CCCN1CCN(S(=O)(=O)c2ccc(S(=O)(=O)NC3CCCCC3)cc2)CC1	10%	0%	-5%	0.0%	-6%	-4%	0%	8%
C=CCn1c(-c2cc(OC)c(OC)c(OC)c2)n[nH]c1=S	u	0%	13%	0.1%	13%[38.3 µM]	-2%[46.1 µM]	21%	-4%
Cc1noc2ncnc(Oc3ccccc3)c12	6%	1%	7%	0.0%	9%	-1%[46.1 µM]	-5%	-1%
Cc1cccc(C(C)C)c1-n1nnnc1-c1ccccc1	-4%	5%	1%	-7.2%	10%[38.3 µM]	-30%[46.1 µM]	-9%	-5%
COCCn1c(C)cc(C(=O)CSc2nnc(-c3cccnc3)n2-c2ccccc2F)c1C	1%	-1%	-25%	1.3%	-3%[38.3 µM]	-15%[46.1 µM]	22%	3.2µM*
CN1C(=O)C(CCC(N)=O)NC1=S (stereo unspecified)	0%	x	x	-1.0%	x	15%	-8%	-1%
CC(=O)Nc1ccc(NC(C)=C(C#N)C#N)cc1	0%	3%	0%	0.0%	-7%	6%	9%	-4%
O=C(NCc1ccncc1)C(=O)NCC(c1ccco1)N1CCN(c2ccccc2)CC1 (stereo unspecified)	4%	0%	-36%[inhibitor]	-2.6%	-8%	5%	6%	-8%
Nn1cnnc1N/N=C/c1cc([N+](=O)[O-])c(Cl)cc1Cl	u	-2%	-41%	4.1%	34%[activator][38.3 µM]	-6%[46.1 µM]	90%[activator]	7%
CN(C)c1oc(-c2ccc(Cl)cc2)nc1S(=O)(=O)c1ccccc1	8%	0%	-16%	0.0%	11%	-21%	19%	0%
C=C(C)c1ccc(C(C)(C)NC(=O)N(Cc2ccccc2)Cc2ccco2)cc1	-5%	-7%	-12%	0.9%	1%	u	4%	-14%
CCOC(=O)c1[nH]c2ccc(Br)cc2c1NC(=O)CNC	2%	-7%	9%	-4.4%	0%[38.3 µM]	-8%[46.1 µM]	-1%	-10%
NC(=O)C1=C[C@@H](C2CCCCC2)C[C@@H](OCCCCO)O1	1%	x	x	-2.9%	-14%	-15%	1%	-1%
O=C(CCS(=O)(=O)c1cccs1)Nc1ccc(C(=O)NCc2ccc(F)cc2)cc1	-1%	2%	-15%	7.5%	-8%[38.3 µM]	-10%[46.1 µM]	-10%	22%
CC(C)(C)c1ccc(S(=O)(=O)Nc2ccc3c(c2)COC3=O)cc1	9%	-1%	-8%	4.0%	12%	-16%	2%	i
CC(=O)OCCC(C)C	x	x	-1%	x	-23%	x	0%	-8%
O=C(Cn1nc(CNc2ccc(Cl)cc2)[n+]2c1CCCCC2)c1ccc(Cl)cc1	-3%	0%	u	1.1%	-3%	u	89%[activator]	-2%
CCn1nnc(NC(=O)c2ccccc2Br)n1	4%	-4%	u	-1.0%	15%[38.3 µM]	12%[46.1 µM]	0%	-1%
CNC(=O)CS(=O)(=O)CC(=O)Nc1cc(OCCOC)c(Cl)cc1Cl	0%	x	x	-1.2%	1%	4%	0%	i
CC1CCN(C(=O)CSc2nnc(CNc3ccc(F)cc3)n2Cc2ccco2)CC1	3%	8%	-14%	-0.9%	-26%[38.3 µM]	-25%[46.1 µM]	5%	i
CC1=C(C(N)=O)C(c2ccccn2)n2nc(-c3ccccc3Cl)nc2N1 (stereo unspecified)	3%	0%	10%	-0.8%	22%[38.3 µM]	6%[46.1 µM]	17%	i
C#CCOCCOCCOCCNc1nc(N2CCN(C(=O)Cn3cc(CCCN=C(N)N)nn3)CC2)nc(N2CCN(C(=O)[C@H]([C@@H](C)CC)n3cc(CCC(=O)O)nn3)CC2)n1	3%	1%	-8%	0.3%	0%	19%	-8%	i
O=c1c2cccnc2[nH]c(=S)n1CCC1=CCCCC1	1%	2%	-8%	0.0%	1%[38.3 µM]	-5%[46.1 µM]	4%	-7%
O=C(c1ccc(Cl)c(S(=O)(=O)N2CCCCCC2)c1)N1CCCC1	7%	x	x	1.1%	x	4%	-7%	-4%
CCOc1ccc(NC(=O)CCCCn2c(=O)[nH]c3ccsc3c2=O)cc1	6%	0%	9%	-4.7%	2%	6%	8%	-12%

This is a subset; the hit share may differ from the screen's.
